S1P4 agonist = S1P4 receptor agonists, primary screen, cell-based. actives 0.35% (n = 220,000). S1P4-expressing cell line, agonist reporter assay. activation, % at 4.98 µM. Sphingosine 1-phosphate receptor 4 (Homo sapiens), O95977; in the data active = activation above about 11%;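 note: 0% = DMSO vehicle and 100% = reference agonist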
CHOP inh = inhibitors of CHOP promoter induction, primary screen, cell-based, unfolded protein response, luciferase reporter; CHO-K1 CHOP-promoter luciferase, tunicamycin-induced, 15-18 h; inhibition, % at 10 µM; actives 3.8% (n = 220,000); AID 2732, 2010;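 active = compounds that reduced the stress-induced luciferase reporter signal by more than about 70% of percent inhibition, limit read from the data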;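 note: 0% = tunicamycin plus vehicle and 100% = wells without tunicamycin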
NPY-Y1 PAM-ag = NPY-Y1 receptor potentiators or agonists, primary screen, cell-based | NPY-Y1 expressing cells, potentiator/agonist activation | actives 0.37% (n = 220,000) | activation, % at 3.6 µM | Neuropeptide Y receptor type 1 (Homo sapiens), P25929 | AID 1304, 2008; in the data active = activation above about 33%, passing the limit was not always enough;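 note: cells stimulated with NPY at EC10 then isoproterenol at EC100; 0% = low agonist plus stimulus and 100% = saturating agonist plus stimulus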
Target sequence (P25929 whole entry, looked up): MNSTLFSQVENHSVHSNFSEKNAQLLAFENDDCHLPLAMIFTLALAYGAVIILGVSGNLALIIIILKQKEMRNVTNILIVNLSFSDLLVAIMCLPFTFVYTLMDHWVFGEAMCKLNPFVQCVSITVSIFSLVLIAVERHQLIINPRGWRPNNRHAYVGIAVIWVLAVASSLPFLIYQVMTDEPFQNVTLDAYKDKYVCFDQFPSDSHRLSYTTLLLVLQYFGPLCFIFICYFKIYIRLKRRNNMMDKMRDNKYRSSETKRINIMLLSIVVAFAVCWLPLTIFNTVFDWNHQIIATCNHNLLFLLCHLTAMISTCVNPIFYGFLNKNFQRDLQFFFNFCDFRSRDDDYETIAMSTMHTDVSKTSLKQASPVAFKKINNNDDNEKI
NPY2 pot ag = NPY-Y2 potentiators or agonists, primary screen, cell-based; activation, % at 3.6 µM; actives 0.45% (n = 220,000); cells expressing NPY-Y2, potentiator/agonist read-out; AID 1359, 2008; Neuropeptide Y receptor type 2 (Homo sapiens), P49146; in the data active = activation above about 27%;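 note: cells stimulated with NPY near EC25 plus isoproterenol at EC100; 0% = vehicle plus submaximal agonist and 100% = vehicle plus saturating agonist; some results beyond the cut were filed as inactive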
EP2 mod = EP2 receptor modulators, cAMP readout, primary screen, cell-based, HTRF cAMP, PGE2 stimulation; Prostaglandin E2 receptor EP2 subtype (Homo sapiens), P43116; actives 0.83% (n = 260,000); EP2-expressing cells, cAMP HTRF FRET, PGE2 co-stimulation; induction, % at 25 µM;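 active = compounds whose cAMP rise, as percent of the full-agonist control response, exceeds 60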;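 note: rat C6 glioma line stably carrying human EP2 under a CMV promoter; the protocol text gives 20 µM as final concentration; 100% = response of wells given 1 µM PGE2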
NPY-Y1 antag = NPY-Y1 receptor antagonists, primary screen, cell-based; Neuropeptide Y receptor type 1 (Homo sapiens), P25929; HEK293-CNG Y1 cells, membrane potential fluorescence; NPY at EC95, then isoproterenol; actives 1% (n = 200,000); inhibition, % at 3.6 µM;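 active = inhibition above the campaign mean inhibition of all tested compounds plus 3 SD, cut at about 20% in these data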;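 note: 0% = DMSO wells given NPY plus isoproterenol and 100% = isoproterenol alone without NPY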
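Material: HEK293 Y1/CNG channel cell line | Also added: NPY (25 nM), isoproterenol (1 µM), Ro 20-1724 (25 µM) | Compound: One concentration, 3.6 µM, in 0.4% DMSO | Schedule: 3 h dye uptake, 1 h room-temperature compound, 45 min post-isoproterenol | Signal: Membrane-potential fluorescent dye readout | Read-out: % inhibition of NPY effect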
TRPN1 ag = zebrafish TRPN1 channel agonists, primary screen, cell-based, HEK293, calcium fluorescence | transient receptor potential cation channel N1 (TRPN1/NompC), Danio rerio | HEK293 zebrafish TRPN1-YFP, Fluo-8 calcium fluorescence; 100% = response to 87 µM carbachol | activation, % at 3 µM | actives 0.18% (n = 220,000);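 active = activation above its plate's cutoff, the mean activation of test wells on that plate plus 3 SD, cut at about 19% in these data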;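 note: 0% = DMSO alone and 100% = 87 µM carbachol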
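Control set: carbachol 87 µM as high control, DMSO as low control; system: HEK293 stable line with zebrafish TRPN1-YFP; read-out: % activation versus carbachol response; detection: intracellular calcium fluorescence with Fluo-8; doses: single test compound dose, 3 µM nominal, 0.3% DMSO; schedule: dye 1 h 37 °C plus 30 min RT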
TRPML3 ag = human TRPML3 channel agonists, primary screen, cell-based, HEK293 TRPML3-YFP, Fluo-8 calcium fluorescence, 3 µM. Mucolipin-3 (Homo sapiens), Q8TDD5. AID 1448, 2008. activation, % at 3 µM. actives 0.29% (n = 220,000). 100% = the carbachol control signal;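 active = activation above its plate's cutoff, the mean activation of the plate's test wells plus 3 SD, cut at about 12% in these data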;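 note: 0% = DMSO only wells and 100% = carbachol wells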
Target sequence (Q8TDD5 whole entry, looked up): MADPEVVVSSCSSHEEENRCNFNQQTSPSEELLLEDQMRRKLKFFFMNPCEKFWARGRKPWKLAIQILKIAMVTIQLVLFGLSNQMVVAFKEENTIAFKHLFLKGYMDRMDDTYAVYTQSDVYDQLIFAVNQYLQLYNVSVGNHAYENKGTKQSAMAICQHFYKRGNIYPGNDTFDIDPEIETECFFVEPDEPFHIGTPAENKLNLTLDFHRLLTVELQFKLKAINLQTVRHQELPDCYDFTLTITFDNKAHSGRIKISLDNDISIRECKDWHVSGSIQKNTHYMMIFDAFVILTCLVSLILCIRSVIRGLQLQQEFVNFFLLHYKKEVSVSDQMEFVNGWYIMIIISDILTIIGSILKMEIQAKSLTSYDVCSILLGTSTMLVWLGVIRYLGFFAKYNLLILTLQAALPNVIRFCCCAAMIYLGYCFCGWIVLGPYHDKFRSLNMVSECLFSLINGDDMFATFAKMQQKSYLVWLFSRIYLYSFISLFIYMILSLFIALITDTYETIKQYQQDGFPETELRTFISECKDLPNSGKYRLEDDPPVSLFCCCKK
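Test system – HEK293 line with stable expression of human TRPML3-YFP channel · Control set – carbachol 87 µM final as high control (100%), DMSO as low control (0%) · Signal – Fluo-8 calcium dye fluorescence, ex 470-495, em 515-575 nm · Incubation – 1-h 37 °C dye load, 5-s basal, 120-s post-compound reads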
S1P4 antagonist = S1P4 receptor antagonists, primary screen, cell-based; inhibition, % at 4.98 µM; S1P4-expressing cells, antagonist mode, reporter read-out; Sphingosine 1-phosphate receptor 4 (Homo sapiens), O95977; actives 0.26% (n = 220,000); AID 1510, 2009; in the data active = inhibition above about 29%;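 note: 0% = wells stimulated with agonist and 100% = vehicle wells without agonist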
The depositor's hits bear a star; · = not tested or not shown; & = joins results of further samples.

SMILES	S1P4 agonist	CHOP inh	NPY-Y1 PAM-ag	NPY2 pot ag	EP2 mod	NPY-Y1 antag	TRPN1 ag	TRPML3 ag	S1P4 antagonist
CC(C)c1ccc(CNC(=O)C(=O)NCCCn2ccnc2)cc1	0.9	16.7	1.6	8.3	32.1	5.1	-0.2	0.6	-4.6
COC(=O)c1c(NC(=O)c2ccccc2)sc2c1CC(C)(C)NC2(C)C	-1.7	-14.3	-14.3	-15.9	-45.0	8.5	1.3	0.6	2.9
COc1ccc(Oc2c(C)nc(SCC(=O)c3ccc(Cl)cc3)[nH]c2=O)cc1	0.9	3.8	-10.2	-11.0	8.3	·	0.8	0.8	5.4
Cc1ccccc1C(=O)NNC(=O)CCC(=O)Nc1cccc(Cl)c1C	0.9	5.8	0.2	2.6	13.7	-2.7	0.2	0.4	-28.9
Cc1ccc(C(=O)Nc2ccccc2N2CCN(C(=O)C(C)C)CC2)cc1	1.9	16.9	9.8	4.1	41.2	14.1	0.1	-0.9	-9.1
O=C(Nc1ccc2c(c1)CCC2)C1CCN(c2c3c(nc4ncnn24)CCC3)CC1	2.5	·	31.7	10.8	15.9	-10.0	-3.3	-2.4	-9.5
O=C(Nc1c(F)cc(F)cc1Br)c1cc(-c2ccco2)on1	-3.6	-25.2	-18.8	3.5	-30.6	9.8	-0.1	-0.4	8.0
Cc1nc(-c2cc(C#N)c(Sc3cccc(C(F)(F)F)c3)nc2C)cs1	1.9	8.8	-42.7	1.6	-3.3	·	1.8	1.1	2.2
CN(Cc1ccccc1)C(=O)CSc1nc2ccccc2c(=O)n1Cc1ccco1	1.1	61.1	23.7	17.3	10.6	0.1	-1.6	-0.8	-4.6
Cc1cc(C)n2nc(C(=O)N/N=C/c3ccc(Cl)cc3)nc2n1	-0.9	33.1	6.7	6.0	-19.1	-1.5	0.2	1.1	9.7
CCn1cc(C(=O)N2CCc3ccccc32)c(=O)c2cc(S(=O)(=O)N3CCCCCC3)ccc21	-0.5	-24.6	-17.3	-2.9	17.8	-1.8	-1.4	1.1	1.5
COc1cc(-c2nc3ccccn3c2/N=C/c2cc(OC)c(O)cc2Cl)ccc1O	1.5	13.8	7.5	-0.2	17.5	-1.6	1.8	0.1	-23.3
O=c1c2nnn(Cc3ccccc3)c2ncn1-c1ccccc1	1.4	1.4	-1.4	-1.8	0.0	7.8	2.1	0.2	1.9
CCOC(=O)C1=C(C)N(c2ccc(C)cc2)C(=O)/C1=C\c1cccs1	2.0	19.7	-8.2	-1.2	12.8	2.8	1.7	0.9	8.8
CCN(CC)c1ccc(/C=c2\sc3nnc(-c4ccccc4Cl)n3c2=O)cc1	1.7	36.5	-27.6	-2.4	5.2	-3.5	1.4	2.3	-13.2
O=S(=O)(/N=C(/Nc1ccccn1)c1ccccc1)c1ccc(Cl)cc1	-2.6	8.3	0.2	-4.6	15.6	15.4	-0.9	0.1	-1.0
Cc1cccc(Nc2nnc(SCC(=O)Nc3cccnc3Cl)s2)c1	1.1	-23.0	11.3	-5.9	-6.2	2.6	-0.5	0.0	-28.8
Cn1ccnc1SCC(=O)c1cc2ccccc2o1	-1.5	-27.6	-12.2	4.0	3.4	-0.1	0.3	0.8	8.0
O=C(Nc1ccccc1)c1ccc(-c2ccc(F)cc2)s1	-0.9	-9.2	-5.5	-15.3	-11.5	-1.3	0.6	0.6	1.4
COc1ccc(NS(=O)(=O)c2cccs2)cn1	1.3	7.1	11.5	-4.1	12.9	3.1	4.0	0.1	-12.6
CCOCCCNC(=O)C(NC(=O)CNC(=O)c1ccccc1)c1ccccc1 (stereo not given)	-0.1	2.2	5.5	4.3	3.5	0.0	-0.4	0.5	-1.7
O=[N+]([O-])c1cc(C(F)(F)F)ccc1N1CCCC(O)C1 (stereo not given)	0.6	-1.3	12.4	6.5	3.0	4.9	0.1	1.4	2.9
COc1ccccc1-n1c(C)nnc1SCC(N)=O	-0.9	15.4	42.5*	1.1	22.9	-0.5	0.1	-0.5	9.8
CC(=Nc1ccc(C)c(C)c1)C1=C(O)CSC1=O	2.6	-1.2	-16.8	-10.6	-0.5	-1.1	0.9	-0.3	-28.4
CC(=O)Nc1cccc(C(=O)/C=C/c2ccc(/C=C/C(=O)c3cccc(NC(C)=O)c3)cc2)c1	-1.3	35.3	-43.1	0.8	-15.9	-2.5	0.7	0.9	-4.5

Pulled by structure from above:
SMILES	S1P4 agonist	CHOP inh	NPY-Y1 PAM-ag	NPY2 pot ag	EP2 mod	NPY-Y1 antag	TRPN1 ag	TRPML3 ag	S1P4 antagonist
Cn1ccnc1SCC(=O)c1cc2ccccc2o1	-1.5	-27.6	-12.2	4.0	3.4	-0.1	0.3	0.8	8.0
O=c1c2nnn(Cc3ccccc3)c2ncn1-c1ccccc1	1.4	1.4	-1.4	-1.8	0.0	7.8	2.1	0.2	1.9
CCn1cc(C(=O)N2CCc3ccccc32)c(=O)c2cc(S(=O)(=O)N3CCCCCC3)ccc21	-0.5	-24.6	-17.3	-2.9	17.8	-1.8	-1.4	1.1	1.5

Following part
SMILES	S1P4 agonist	CHOP inh	NPY-Y1 PAM-ag	NPY2 pot ag	EP2 mod	NPY-Y1 antag	TRPN1 ag	TRPML3 ag	S1P4 antagonist
CC(=O)Nc1c(O)nc(SCC(=O)Nc2ccc(C(C)=O)cc2)[nH]c1=O	1.6	-11.1	23.5	4.9	-0.2	-0.8	0.6	0.3	-17.9
Cc1cc(-c2nn(-c3ccccc3)cc2/C=C2\SC(N)=NC2=O)ccc1OC(C)C	-1.1	31.8	9.6	9.7	-7.8	-0.8	1.6	1.4	-24.0
COc1ccccc1N1CCN(C(=O)c2ccc3c(Cl)c4c(nc3c2)CCCC4)CC1	1.2	37.7	-32.3	5.5	-45.0	6.7	-3.2	-0.1	0.8
CCOC(=O)CSc1nc2sc(C)c(C)c2c(=O)n1C	-3.0	43.5	-5.9	-4.3	15.4	6.3	-1.3	0.0	-0.1
O=C(OCC(=O)C12CC3CC(CC(C3)C1)C2)c1cccnc1Cl	-0.2	21.4	0.3	-0.1	-40.9	-4.2	-3.0	-0.6	-14.7
CCOc1ccc(-c2nnn(CC(=O)N3CCN(c4ccc(F)cc4)CC3)n2)cc1OCC	0.7	60.0	0.2	11.6	-17.8	1.6	1.3	0.1	8.9
Cc1noc(C)c1CSc1ncnc2sc3c(c12)CCCCC3	0.6	11.1	4.4	-0.4	55.9	-0.1	-0.1	1.2	-14.1
C/C(=N\NC(=S)NCc1ccccc1)c1ccc(Br)cc1	-0.8	-6.1	-6.7	-14.1	3.1	10.1	0.6	0.3	2.0
COc1ccc(-n2c(SCC(=O)N3CCCC(C)C3)nnc2-c2cccnc2)cc1 (stereo not given)	0.1	-7.5	29.3	14.8	13.2&-0.2	2.0	-0.4	-0.1	-5.4
COc1cccc(CC2(CO)CCCN(C(=O)c3cc[n+]([O-])cc3)C2)c1 (stereo not given)	-0.8	9.9	-10.5	6.6	17.1	0.1	0.3	0.9	5.2
COc1ccccc1N1CCN(C(=O)c2ccc3c(=O)n(Cc4ccco4)c(=S)[nH]c3c2)CC1	1.5	18.0	-12.4	-36.2	15.4	-7.2	-0.9	-0.8	-7.6
O=c1[nH]c(-c2ccccc2)nnc1-c1ccccc1	0.9	-8.9	-16.3	-17.7	-17.1	·	0.5	1.2	-4.4
Brc1ccc(/C=N/Nc2nncc(-c3ccccc3)n2)o1	-2.7	37.4	1.1	-1.6	-32.2	-6.3	-0.3	-0.5	-34.1
COc1ccccc1Cn1c(=S)[nH]c2cc(C(=O)N3CCN(C)CC3)ccc2c1=O	1.0	-8.3	1.9	3.4	31.4	3.6	-0.7	0.5	-4.5
CC(C)c1ccccc1NC1=CC(=O)CC(C)(C)C1	1.6	9.2	-1.5	-3.9	32.6	9.7	1.5	0.1	-8.0
Oc1c(/C=N/c2ncn[nH]2)ccc2ccccc12	2.7	31.0	-2.7	4.4	37.2	6.4	1.1	1.4	8.6
CCOC(=O)C1(C)/C(=N/Nc2ccc(S(N)(=O)=O)cc2)C(=O)C(=O)N1c1ccccc1 (stereo not given)	-1.1	-10.3	-2.7	-11.5	-9.6	-3.5	-0.5	0.3	1.7
O=S(=O)(N1CCOCC1)n1cnc2ccccc21	1.9	38.5	12.0	18.6	14.2	-2.9	-1.2	1.0	1.0
COc1ccccc1CN1C[C@@H]2C[C@@H](c3ccc(Cl)cc3)N3CCC[C@@]23C1=O	0.6	44.7	1.5	-4.0	38.1	11.3	-1.7	-0.3	-16.0
CC1(C)C2CCC1(C)C(OC(=O)CCn1ccnc1)C2 (stereo not given)	1.3	4.5	-13.9	2.9	-7.8	3.5	-0.1	0.3	0.7
CN1C(=O)/C(=C/c2ccco2)SC1=Nc1cccc(C(=O)O)c1	0.3	6.3	7.6	1.4	-32.7	7.2	1.1	0.3	-22.7
COc1cccc(-n2cc3c(=O)n(C)c(=O)n(C)c3c2)c1	2.0	-10.4	-9.8	-8.7	-0.3	1.4	-0.3	-0.6	-12.2
CCOC(=O)C1CCN(c2c(NCCCN3CCCCC3)c(=O)c2=O)CC1	-2.2	7.8	18.7	-3.8	20.2	·	1.5	0.8	1.6
O=C(O)Cc1ccccc1C(=O)O	0.9	12.8	6.1	-0.6	5.0	-0.8	0.1	0.3	3.6
CCOC(=O)C1=C(c2ccccc2)OC(N)=C(C#N)C1C(C)C (stereo not given)	-0.1	48.7	11.8	4.2	45.9	-2.5	-0.9	-1.0	9.0
CC(C)c1ccc2c(c1)C1Cc3ccccc3C1N2 (stereo not given)	-0.6	48.5	-13.3	-1.5	39.3	9.2	1.9	0.8	-3.9
S=C(Nc1ccccc1)Nc1nc2ccccc2n1CCOc1ccccc1	1.3	17.8	-20.9	-1.2	13.4	9.3	-0.3	0.7	-0.5
CN(CCO)S(=O)(=O)c1ccc2c(c1)C(=NO)c1cc(S(=O)(=O)N(C)CCO)ccc1-2	-1.7	-27.6	1.8	-7.9	-2.0	-6.4	0.7	0.6	15.0
CC(C)(C)NC(=O)CN1CCC(O)(c2ccc3c(c2)OCO3)CC1	-0.9	3.5	-13.6	6.5	30.2	-2.9	0.1	0.5	-2.8
COc1cc(-c2csc(N3CCOCC3)n2)cc(OC)c1OC	-1.3	23.7	2.4	19.0	8.6	-1.5	-0.9	-0.2	-12.7
